# PLC-beta3 inh = blocks human PLC-beta3 enzyme activity; inhibition, % at 12.2 µM; 370,000 compounds, 0.18% hits; Purified PLC-beta3, fluorogenic substrate, fluorescence; Q01970; in the data active = inhibition above about 11%;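 also: 0% = median of compound wells on plate and 100% = full blocker control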
# Target sequence (Q01970 whole entry, looked up): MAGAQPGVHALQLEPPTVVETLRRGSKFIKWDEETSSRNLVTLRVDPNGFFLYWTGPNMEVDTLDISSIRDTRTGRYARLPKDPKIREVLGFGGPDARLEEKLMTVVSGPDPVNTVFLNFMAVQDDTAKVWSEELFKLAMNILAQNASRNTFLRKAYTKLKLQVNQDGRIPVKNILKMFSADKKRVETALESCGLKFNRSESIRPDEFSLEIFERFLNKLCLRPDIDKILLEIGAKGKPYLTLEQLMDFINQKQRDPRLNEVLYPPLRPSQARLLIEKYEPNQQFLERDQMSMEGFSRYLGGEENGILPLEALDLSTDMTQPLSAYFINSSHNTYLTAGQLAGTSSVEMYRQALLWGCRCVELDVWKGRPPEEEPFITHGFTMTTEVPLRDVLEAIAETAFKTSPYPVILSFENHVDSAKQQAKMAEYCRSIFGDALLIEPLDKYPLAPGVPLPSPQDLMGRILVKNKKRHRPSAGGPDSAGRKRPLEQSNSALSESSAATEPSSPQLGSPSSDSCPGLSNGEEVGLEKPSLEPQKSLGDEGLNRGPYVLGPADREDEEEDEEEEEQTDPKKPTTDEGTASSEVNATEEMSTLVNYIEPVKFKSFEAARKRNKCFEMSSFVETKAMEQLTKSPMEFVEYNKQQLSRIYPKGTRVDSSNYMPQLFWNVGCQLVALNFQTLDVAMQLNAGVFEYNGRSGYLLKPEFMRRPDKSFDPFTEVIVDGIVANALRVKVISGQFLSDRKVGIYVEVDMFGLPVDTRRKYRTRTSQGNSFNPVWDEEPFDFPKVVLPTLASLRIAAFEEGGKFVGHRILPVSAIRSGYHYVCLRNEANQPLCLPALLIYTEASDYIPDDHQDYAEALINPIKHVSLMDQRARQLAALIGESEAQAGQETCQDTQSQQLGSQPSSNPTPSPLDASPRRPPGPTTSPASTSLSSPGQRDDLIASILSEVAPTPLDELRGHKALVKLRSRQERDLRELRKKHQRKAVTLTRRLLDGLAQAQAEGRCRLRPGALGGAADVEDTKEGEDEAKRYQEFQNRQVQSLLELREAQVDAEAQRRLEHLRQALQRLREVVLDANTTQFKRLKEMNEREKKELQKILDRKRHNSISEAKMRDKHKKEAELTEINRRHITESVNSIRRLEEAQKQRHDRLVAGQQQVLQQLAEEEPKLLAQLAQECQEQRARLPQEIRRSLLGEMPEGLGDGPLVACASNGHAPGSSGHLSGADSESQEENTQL
# sPLA2-III inh = Blocks human group III sPLA2 activity | 370,000 compounds, 0.56% hits | QFRET BODIPY PC-A2 liposome hydrolysis, fluorescence | Q9NZ20 | inhibition, % at 12.2 µM;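 active = inhibition above mean plus 3 SD of compounds lying within the high and low control bounds, cut at about 19% in these data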;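 also: 0% = median of test compound wells and 100% = no enzyme DMSO wells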
# DDE Tn6 FP inh = inhibitors of Tn6 peptide binding to human fibrin DD(E); P02675; AID 720509; 370,000 compounds, 0.21% hits; Fibrin DD(E) TRITC-Tn6 fluorescence polarization displacement; inhibition, % at 8.3 µM;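 active = inhibition above a per-campaign cutoff: mean of compounds within control limits plus 3 SD, cut at about 15% in these data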;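 also: 0% = median of all compound wells on the plate and 100% = blocking peptide control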
# NR1D1 modulator = modulators of human Rev-erb alpha DNA binding; P20393; Rev-erbα–FITC-DNA binding, fluorescence polarization, 90 min; AID 1259318; activity, % at 10 µM; 370,000 compounds, 0.79% hits;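 active = activity above about 14%, limit read from the data; passing the limit was not always enough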;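 also: 0% = DMSO wells with 35 nM protein and 100% = DMSO wells with 750 nM protein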
# KLK7 zymogen act = activates the human kallikrein-7 zymogen; P49862; purified proKLK7, EDANS-DABCYL substrate fluorescence; 100% is mature enzyme control, 0% vehicle; activation, % at 7 µM; 370,000 compounds, 0.9% hits; AID 652039;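 active = activation above the mean of all tested compounds plus 3 SD, computed per campaign excluding outliers beyond control limits, cut at about 13% in these data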
# UHRF1 binding = UHRF1 methyl-DNA binding inhibition. Q96T88. UHRF1 binding to methylated oligo, TR-FRET. inhibition, % at 4.4 µM. 370,000 compounds, 0.75% hits. AID 687016; in the data active = inhibition above about 21%;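 also: UHRF1 SRA domain binding a hemimethylated CpG hairpin DNA probe; 0% = median of test compound wells and 100% = reference inhibitor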
# ARFGAP1 inhibitor = rat ARFGAP1 inhibition; Q62848; Arfgap1-stimulated ARF1 GTP hydrolysis, GDP FP detection; inhibition, % at 16.5 µM; 360,000 compounds, 0.26% hits; AID 651572;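 active = inhibition above a per-plate limit, mean inhibition of low control wells plus 3 SD, cut at about 25% in these data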;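 also: 0% = DMSO wells with enzyme and 100% = wells lacking Arfgap1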
#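 Repeats: one replicate per compound; assay system: rat Arfgap1 catalytic domain, aa 1-136; times: enzyme reaction 120 min at 25 °C after 20 min preincubation; detection: FP of antibody-bound GDP Alexa 633 tracer, ex 620/em 688 nm; benchmarks: high control wells lacking Arfgap1, low control full reaction with DMSO; reagent: human ARF1(Δ1-17)-GTP substrate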
# ASAP1 GAP inh = blocks human ASAP1-stimulated Arf1 GTP hydrolysis. Q9ULH1. GDP FP detection. inhibition, % at 16.5 µM. 360,000 compounds, 0.19% hits; in the data active = inhibition above about 25%;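 also: 0% = vehicle with enzyme and substrate and 100% = no enzyme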
# PLC-gamma1 inh = PLC-gamma1 (human) inhibition, primary screen; P19174; purified PLC-gamma1, fluorogenic substrate, fluorescence; inhibition, % at 12.2 µM; 370,000 compounds, 0.84% hits; in the data active = inhibition above about 9.5%
# Tn7 DDE FP = disrupts Tn7 cyclic peptide binding to fibrin D-Dimer-E complex; P02675; AID 720508; inhibition, % at 8.3 µM; 370,000 compounds, 0.13% hits; FP displacement of FITC-Tn7 peptide from fibrin DD(E); 0% = median of compound wells per plate;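 active = inhibition above the mean of compounds falling within the control limits plus 3 SD of them, cut at about 14% in these data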;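 also: 0% = plate median of compound wells and 100% = 10 µM Aha-Tn7 peptide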
#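 Test system: human clot-derived fibrin DD(E) complex / Quantity: 2 µM final DD(E) protein / Incubation: 10 min plus 3 h, room temperature / Measured by: fluorescence polarization / Benchmarks: high control of 10 µM Aha-Tn7 peptide / Replicates: singlicate testing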
# The depositor's hits bear a star; · = no result given.
SMILES,PLC-beta3 inh,sPLA2-III inh,DDE Tn6 FP inh,NR1D1 modulator,KLK7 zymogen act,UHRF1 binding,ARFGAP1 inhibitor,ASAP1 GAP inh,PLC-gamma1 inh,Tn7 DDE FP
CN(C(=O)c1cc(C(=O)N(C)c2ccccc2)cc([N+](=O)[O-])c1)c1ccccc1,-4,1,-11,-6,-0.3,-2,11,4,1,2
O=C(CS(=O)(=O)Cc1ccccc1)NCc1ccccc1Cl,-3,-10,3,4,-0.5,5,12,-5,-1,-9
CCOC(=O)Cn1c(=O)oc2cc(S(=O)(=O)NCCC(C)C)ccc21,-7,9,-7,-3,-0.8,5,14,4,4,7
O=C(NC1(Cc2ccccc2)CCN(Cc2ccc(-c3ccccc3)cc2)C1=O)c1ccccc1 (stereo not given),2,8,0,1,1.3,4,-5,-7,4,1
N#CCC[C@H]1CC[C@]2(CCCN(C(=O)C3CCCC3)C2)O1,2,5,0,3,0.1,4,·,·,3,2
COc1ccc(C(=O)C2CCCN(C(=O)c3ccnn3C)C2)c(C)c1 (stereo not given),-5,-5,-3,-6,-0.7,3,4,12,-1,-4
O=C(CSc1cccc[n+]1[O-])Nc1ccc(Br)cc1Br,2,5,2,-5,2.5,2,-3,2,2,-8
COc1cccc(-c2cc(C(=O)NCc3ccc(Cl)cc3)no2)c1,-4,5,3,1,0.4,2,2,22,1,7
CN1C2=NC(c3ccc4ccccc4c3)CC(=O)N2/C(=C\c2ccccc2)C1c1ccccc1C(F)(F)F (stereo not given),-3,0,1,-4,·,1,·,·,-3,4
CCN(CC)S(=O)(=O)c1ccc(C)c(NC(=O)CN2C(=O)NC3(CCCC3)C2=O)c1,-2,-4,-8,-2,-0.1,0,6,-2,1,-4
CCc1ccc(C#CC2=CC(=O)CC(C)(C)C2)cc1,-2,0,-1,-1,-0.4,-1,-4,12,-2,0
CN(C)CCCN=Cc1c(-c2ccccc2)[nH]n(-c2nc3ccccc3s2)c1=O,-6,-18,-8,9,0.0,-3,-8,-4,-5,2
COC(=O)[C@@]12C[C@@H](CC(=O)NCc3ccc(C)o3)C(=O)N(CCc3ccc(OC)c(OC)c3)C1=CCC(C)(C)C2,-6,-10,-8,10,0.2,5,-5,-5,3,0
COC(=O)[C@H]1C[C@@]2(N3CCCC3)c3ccccc3N(C(=O)OC(C)(C)C)[C@H]2N1C(=O)OC(C)(C)C,1,1,9,-3,-0.2,1,·,·,0,3
CN(C(=O)c1ccc2ccccc2c1)c1ccccn1,-2,-1,2,-3,0.7,1,-1,-10,-2,0
CC(=O)Nc1ccc(NC(=O)C(C)OC(=O)c2ccc(N(C)C)cc2)cc1 (stereo not given),-3,4,6,-3,-0.1,1,0,-5,-3,-1
Cc1cc(S(=O)(=O)NCCCN2CCOCC2)c(Cl)cc1Cl,-7,0,0,1,-0.1,-2,-2,24,0,-5
Nc1ccn([C@@H]2O[C@H](C(=O)N[C@H](Cc3ccccc3)C(=O)NCC(F)(F)F)[C@@H](O)[C@H]2O)c(=O)n1,-2,-3,4,-6,0.0,0,-4,-4,-2,-5
CC(=O)NC(Cc1c[nH]c2ccccc12)C(=O)NCCc1ccccn1 (stereo not given),-2,-2,-7,14,-0.3,1,4,-10,-2,3
CC1(C)CC(=O)C2=C(C1)OC(N)=C(C#N)C2C1C=CCCC1 (stereo not given),2,6,8,-1,0.3,-1,-6,-2,6,-6
CO/N=C(\Cn1ncc(NC2CCCCC2)c(Br)c1=O)c1ccc(Cl)cc1,8,3,-1,-3,0.5,2,-1,-9,-2,4
Cc1ccc2nsnc2c1NC(=O)c1ccc2c(c1)OCCO2,-20,17,-2,-1,-0.2,2,8,-5,-15,4
COc1ccc(S(=O)(=O)Nc2cccc(S(=O)(=O)N3CCCC3)c2)cc1OC,-1,1,-6,-4,-0.7,2,10,-1,2,-5
O=C(CSc1ccccc1)Nc1ccc(NC(=O)c2ccco2)cc1,0,-2,-6,4,-0.5,-1,13,-8,-1,0
O=C(OCc1nc2ccccc2[nH]1)C12CC3CC(CC(C3)C1)C2,7,-7,-4,1,0.4,-3,-3,-3,9,-5

# For convenience, 14 of the compounds above:
SMILES,PLC-beta3 inh,sPLA2-III inh,DDE Tn6 FP inh,NR1D1 modulator,KLK7 zymogen act,UHRF1 binding,ARFGAP1 inhibitor,ASAP1 GAP inh,PLC-gamma1 inh,Tn7 DDE FP
CN(C)CCCN=Cc1c(-c2ccccc2)[nH]n(-c2nc3ccccc3s2)c1=O,-6,-18,-8,9,0.0,-3,-8,-4,-5,2
COC(=O)[C@@]12C[C@@H](CC(=O)NCc3ccc(C)o3)C(=O)N(CCc3ccc(OC)c(OC)c3)C1=CCC(C)(C)C2,-6,-10,-8,10,0.2,5,-5,-5,3,0
COC(=O)[C@H]1C[C@@]2(N3CCCC3)c3ccccc3N(C(=O)OC(C)(C)C)[C@H]2N1C(=O)OC(C)(C)C,1,1,9,-3,-0.2,1,·,·,0,3
CN(C(=O)c1ccc2ccccc2c1)c1ccccn1,-2,-1,2,-3,0.7,1,-1,-10,-2,0
CC(=O)Nc1ccc(NC(=O)C(C)OC(=O)c2ccc(N(C)C)cc2)cc1 (stereo not given),-3,4,6,-3,-0.1,1,0,-5,-3,-1
Cc1cc(S(=O)(=O)NCCCN2CCOCC2)c(Cl)cc1Cl,-7,0,0,1,-0.1,-2,-2,24,0,-5
Nc1ccn([C@@H]2O[C@H](C(=O)N[C@H](Cc3ccccc3)C(=O)NCC(F)(F)F)[C@@H](O)[C@H]2O)c(=O)n1,-2,-3,4,-6,0.0,0,-4,-4,-2,-5
CC(=O)NC(Cc1c[nH]c2ccccc12)C(=O)NCCc1ccccn1 (stereo not given),-2,-2,-7,14,-0.3,1,4,-10,-2,3
CC1(C)CC(=O)C2=C(C1)OC(N)=C(C#N)C2C1C=CCCC1 (stereo not given),2,6,8,-1,0.3,-1,-6,-2,6,-6
CO/N=C(\Cn1ncc(NC2CCCCC2)c(Br)c1=O)c1ccc(Cl)cc1,8,3,-1,-3,0.5,2,-1,-9,-2,4
Cc1ccc2nsnc2c1NC(=O)c1ccc2c(c1)OCCO2,-20,17,-2,-1,-0.2,2,8,-5,-15,4
COc1ccc(S(=O)(=O)Nc2cccc(S(=O)(=O)N3CCCC3)c2)cc1OC,-1,1,-6,-4,-0.7,2,10,-1,2,-5
O=C(CSc1ccccc1)Nc1ccc(NC(=O)c2ccco2)cc1,0,-2,-6,4,-0.5,-1,13,-8,-1,0
O=C(OCc1nc2ccccc2[nH]1)C12CC3CC(CC(C3)C1)C2,7,-7,-4,1,0.4,-3,-3,-3,9,-5

# (further entries)
SMILES,PLC-beta3 inh,sPLA2-III inh,DDE Tn6 FP inh,NR1D1 modulator,KLK7 zymogen act,UHRF1 binding,ARFGAP1 inhibitor,ASAP1 GAP inh,PLC-gamma1 inh,Tn7 DDE FP
COC(=O)C(O)(NC(=O)NC(C)=O)C(F)(F)F (stereo not given),10,3,-5,1,0.2,-3,-5,4,6,-4
C/C(=N\NC(=O)c1ccc(NS(=O)(=O)c2cccs2)cc1)c1ccc(C(C)(C)C)cc1,-8,-17,2,1,0.0,-1,-13,10,-7,-4
Cc1ccc(NC(=S)Nc2cccc(-c3n[nH]c(=S)o3)c2)cc1,-26,8,-1,-5,-0.3,0,0,-4,-21,-6
CN1/C(=C\C=C2/SC(=S)NC2=O)C(C)(C)c2ccccc21,-246,-264,70*,37*,-2.1,-21,13,8,-207,-107
COc1ccc(C=NNC(=O)c2ccccc2OCc2ccc(F)cc2)c(OC)c1,-8,0,-1,-4,0.5,5,-2,-12,0,-1
C/C(=N\Nc1ccc(S(N)(=O)=O)cc1[N+](=O)[O-])c1cccnc1,-5,8,3,-11,-0.7,-3,8,-1,1,1
N#Cc1nc(-c2ccc(Cl)cc2)oc1NCc1cccc2c1OCO2,-286,-3,5,3,0.5,-4,-4,-2,-175,6
Cc1ccc(S(=O)(=O)CC(O)COc2ccc(C#N)cc2)cc1 (stereo not given),5,-5,5,3,-0.5,2,13,-8,0,0
COc1ccc(NC(=S)N(CCCN2CCCC2)Cc2cccn2Cc2ccc(Cl)cc2)cc1Cl,-4,0,8,-8,-0.3,-2,-2,-8,4,6
O=C(Nc1ncccc1O)c1cccc(S(=O)(=O)N2CCN(c3ccc(F)cc3)CC2)c1,-8,-30,1,1,-0.1,2,4,1,0,6
Nc1ccccc1C(=O)NCc1ccc(Cl)cc1,-77,4,-2,4,0.5,-3,-10,-8,-74,-8
CC(C)(C)c1cnnn1-c1cccc([N+](=O)[O-])c1,-1,-1,6,4,-0.1,2,-9,-5,-3,1
CC(C)(C)OC(=O)n1cc(-c2ccccc2)c2c(-c3ccccc3)c(O)ccc21,-2,-15,-1,6,-0.4,-1,·,·,1,-1
CCn1c(CC(=O)Nc2ccccc2)nnc1SCC(=O)NC1=NCCS1,-3,-6,-2,-1,-1.1,1,-5,3,1,0
CCCCSCCCNC(=O)c1ccc(CS(=O)(=O)c2ccccc2OC)o1,-4,-5,2,-3,-0.6,-1,9,13,3,-3
COc1cc(NC(=O)COc2cccc(C)c2C)ccc1NC(=O)c1ccco1,-12,8,1,9,-0.2,4,9,-9,2,-6
CSc1cccc(NC(=O)CN(C)S(=O)(=O)c2ccc(F)cc2)c1,-3,-12,4,-4,-0.2,-1,2,-4,1,5
COc1cccc(NC(=O)NC2(C(=O)N3CCN(C)CC3)CCCCC2)c1,-4,7,-5,13,0.2,0,19,-6,1,-3
O=C(COc1cccc(Br)c1)N/N=C1\CCSC1,-5,-1,7,-8,-0.1,3,6,-6,1,-1
O=C(O/N=C/c1ccc2c(c1)OCO2)c1ccc([N+](=O)[O-])cc1,1,3,12,-6,0.1,-2,-9,-5,2,0
CC(C)C(C(=O)NCC1CCCO1)N(Cc1ccco1)C(=O)CNS(=O)(=O)c1ccccc1 (stereo not given),0,0,0,1,-0.1,-2,7,18,0,-10
COc1ccc(/C=N/N2C(=N)SCC2=O)cc1,-9,5,4,11,0.4,0,16,0,-1,10
Cc1nc(SCC(=O)NCC2CCCO2)c2c3c(sc2n1)CCC3 (stereo not given),-12,-7,-3,3,0.3,0,-11,-15,0,0
Cc1ccc(S(=O)(=O)NCc2ccc(C(=O)NC3CCC(C)CC3)cc2)cc1 (stereo not given),-8,-6,-2,-1,0.2,0,9,-6,3,2
Cc1ccc2cc(CCNS(=O)(=O)c3ccc(Cl)cc3)c(=O)[nH]c2c1C,-10,-2,-3,8,-0.2,1,7,-8,0,-4
Cc1ccc(-c2csc(NC(=O)CN3C(=O)CCC3=O)n2)cc1,-3,1,-3,11,-0.3,0,-5,4,1,-1
COCC(=O)Nc1ccc(C(N)=O)cc1,1,-4,3,-7,-0.7,-1,11,-10,0,4
CN1CCN(c2ccc3c(c2)Oc2ccccc2CN(Cc2cn(Cc4cccc(C(F)(F)F)c4)nn2)S3(=O)=O)CC1,3,-12,0,9,0.0,-1,·,·,3,2
O=C1OCCOC2CCCc3oc(-c4ccccc4)c1c32 (stereo not given),-52,1,-2,-5,1.0,-1,7,2,-39,0
